D2 PAM: positively modulates the human D2 dopamine receptor allosterically | potentiation, % at 10 µM | HEK293 T-REx D2, calcium flux, EC20 dopamine potentiation | actives 0.34% (n = 340,000) | P14416;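 active = potentiation over 3 SD above the plate norm, cut at about 30% in these data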; also: 0% is about no effect
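Potentiation of an EC20 dopamine calcium response is measured in a force-coupled, tetracycline-inducible Hek293 Trex D2 line. Compound-only kinetic reads over 180 s flag agonists before dopamine addition.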
TRHR PAM: allosteric enhancers of human TRH receptor. P34981. TRHR cells, fluo-8 calcium fluorescence, EC20 TRH enhancement. enhancement, % at 2 µM. actives 0.66% (n = 360,000); in the data active = enhancement above about 30%; also: 0% is about no effect
Target sequence (P34981 whole entry, looked up): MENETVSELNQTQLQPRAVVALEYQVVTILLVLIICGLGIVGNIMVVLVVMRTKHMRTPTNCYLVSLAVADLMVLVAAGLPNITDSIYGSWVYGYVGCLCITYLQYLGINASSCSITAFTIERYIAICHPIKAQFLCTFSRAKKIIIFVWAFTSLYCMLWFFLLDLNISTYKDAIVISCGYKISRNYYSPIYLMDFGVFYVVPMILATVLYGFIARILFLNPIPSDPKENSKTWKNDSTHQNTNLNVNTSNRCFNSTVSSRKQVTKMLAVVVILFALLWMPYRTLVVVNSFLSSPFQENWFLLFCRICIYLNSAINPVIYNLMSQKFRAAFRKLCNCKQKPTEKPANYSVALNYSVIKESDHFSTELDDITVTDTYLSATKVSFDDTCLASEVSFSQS
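Enhancer read-out: after compound pinning and an initial kinetic agonist-mode read, an EC20 of TRH (10 nM final) was injected and fluo-8 calcium signal (Ex 480/Em 530) followed at 1 s/cycle for 100 cycles in TRHR-expressing cells.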
RXFP1 antag: antagonists of human relaxin receptor RXFP1 | activity change, negative = inhibition, % at 57.5 µM | HEK293-RXFP1, relaxin-stimulated cAMP HTRF, 30 min; active compounds read low | actives 0.59% (n = 350,000) | Q9HBX9;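 active = activity change of -60% or lower, but not beyond a set lower limit; inconclusive = change between -60% and -40%, or beyond the set limit; inactive = change above -40%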; also: % is scaled to controls: 0 for no effect and ±100 for the full control effect
D1 agonist: agonists of human D1 dopamine receptor. P21728. HEK293 T-REx D1 cells, calcium flux, agonist mode. activation, % at 2 µM. actives 1% (n = 360,000); in the data active = activation above about 30%; also: 0% is about no effect
Target sequence (P21728 whole entry, looked up): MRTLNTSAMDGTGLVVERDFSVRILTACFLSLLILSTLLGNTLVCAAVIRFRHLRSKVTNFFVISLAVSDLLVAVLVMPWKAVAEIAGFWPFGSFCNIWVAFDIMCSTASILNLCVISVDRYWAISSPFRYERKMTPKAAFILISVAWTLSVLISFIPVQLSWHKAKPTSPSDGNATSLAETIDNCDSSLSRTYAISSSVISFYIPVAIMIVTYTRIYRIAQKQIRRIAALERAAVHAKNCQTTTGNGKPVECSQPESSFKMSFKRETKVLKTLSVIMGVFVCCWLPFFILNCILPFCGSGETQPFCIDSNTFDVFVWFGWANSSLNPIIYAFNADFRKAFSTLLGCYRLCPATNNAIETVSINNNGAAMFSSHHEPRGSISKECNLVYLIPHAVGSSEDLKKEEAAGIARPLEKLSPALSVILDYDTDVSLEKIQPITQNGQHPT
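Agonism was scored from calcium flux recorded over 180 s (1 read/s) after pintool compound addition, following a 10-cycle baseline. Cells were inducible force-coupled HEK293 TREx D1, plated overnight at 30 C and loaded with no-wash calcium dye.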
D1 antag: antagonists of human D1 dopamine receptor | P21728 | HEK293 TREx D1 cells, calcium flux, dopamine EC80; active compounds read low | activity change, negative = inhibition, % at 10 µM | actives 3.2% (n = 360,000) | AID 504652; in the data active = activity change below about -30%; also: % is scaled to controls: 0 for no effect and ±100 for the full control effect
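Allosteric or orthosteric antagonism assessed as attenuation of the calcium response to EC80 dopamine, added 180 s after compound, in induced HEK293 Trex D1 cells loaded with no-wash calcium dye.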
RXFP1 ag: agonists of human relaxin receptor RXFP1; Q9HBX9; HEK293T-RXFP1 cAMP TR-FRET, 30 min; response scale: percent of porcine relaxin response, buffer zero; Potency, µM (highest dose often 57.5 µM), for inactives: at the top dose activation, usual class: activators; actives 0.3% (n = 370,000); AID 2676; also: potency is read from the fitted curve at half-maximal effect; % is scaled to controls: 0 for no effect and ±100 for the full control effect; nearly all actives have a fitted effect of over 60% in size; many of its hits are not listed in these tables
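cAMP rise read by TR-FRET after 30 min, 37C compound exposure (up to 58 uM) in RXFP1-transfected HEK293 cells with Ro 20174 present. EC50 from Hill-equation fits, with 29 nM porcine relaxin as 100% and buffer as basal.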
TRHR ag: activates the human TRH receptor; actives 0.18% (n = 360,000); AID 493084; TRHR cells, calcium flux fluo-8, FDSS agonist mode; P34981; activation, % at 2 µM; in the data active = activation above about 30%; also: 0% is about no effect
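Agonist-mode FDSS calcium read (Ex 480/Em 530, 1 s cycles) in 1536-well TRHR cells with fluo-8 dye, after 10-cycle baseline and 23 nL compound addition; TRH at EC20 (10 nM final) added afterwards for the enhancer phase.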
D1 PAM: potentiators of human D1 dopamine receptor. potentiation, % at 10 µM. actives 0.036% (n = 360,000). HEK293 TREx D1 cells, calcium flux, dopamine EC20 potentiation; in the data active = potentiation above about 30%; also: 0% is about no effect
Anesthetic bind: candidate novel general anesthetic via apoferritin binding; P02791; apoferritin/1-aminoanthracene competitive binding, fluorescence; Potency, µM (titrated, usually from 77.5 µM), for inactives: at the highest dose activity change, negative = displacement, hits mostly inhibitors; actives 0.074% (n = 350,000); AID 485281; also: potency is read from the fitted curve at half-maximal effect; % is scaled to controls: 0 for no effect and ±100 for the full control effect; nearly all actives have a fitted effect of over 20% in size
Target sequence (P02791 2-175 limits assumed): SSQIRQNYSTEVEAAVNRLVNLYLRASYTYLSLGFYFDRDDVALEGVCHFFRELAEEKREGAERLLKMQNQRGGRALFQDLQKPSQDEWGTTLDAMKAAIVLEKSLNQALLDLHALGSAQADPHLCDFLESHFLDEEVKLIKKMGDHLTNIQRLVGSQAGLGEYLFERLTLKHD
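Horse-spleen apoferritin (10 uM) was mixed with 50% saturated 1-aminoanthracene in PBS, exposed to compounds for 10 min at room temperature, and read for fluorescence (ex 380 nm, em 535 nm). Competitive displacement was fitted with a four-parameter Hill equation.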
Starred values were filed as active, the others as inactive; ? = inconclusive; · = not tested or not shown; & = joins results of further samples. Unless noted, calls follow the shape of the dose curve; as a rule, active = well fitted curve in the direction sought with a large enough effect; inconclusive = small, poorly fitted or top-dose-only effect, or another doubt; inactive = no such curve, though single readings can be large; an effect the other way counts as inactive or inconclusive. This is a subset; count on the stated rates, not on these rows.

The line under a structure holds: D2 PAM	TRHR PAM	RXFP1 antag	D1 agonist	D1 antag	RXFP1 ag	TRHR ag	D1 PAM	Anesthetic bind
CCN(CC)c1nc(-c2ccccc2)ncc1S(=O)(=O)c1ccc(C)cc1
→ 1	-6	-2	2	5	1.8%	1.1	-4	-19%
COC(=O)COc1ccc(S(=O)(=O)NCCC2=CCCCC2)cc1C
→ 4	-4	-7	24	-19	2.6%	-0.3	-14	5.6µM*
NS(=O)(=O)c1ccc(Oc2ccc(S(N)(=O)=O)cc2)cc1
→ 1	2	-5	12	6	0.5%	0.3	-10	-2%
O=C(Nc1cccc(C(=O)O)c1)/C(=C\c1ccccc1)NC(=O)c1ccccc1Cl
→ 1	-2	11	3	18	1.2%	0.5	1	-8%
O=C(COC(=O)C1CC2CCCC(C1)C2=O)Nc1ccc(Cl)cn1 (stereo not given)
→ -2	10	-8	0	-6	-0.1%	0.2	-12	·
COCc1ccc(C(=O)N2CCCC(Nc3ccc(C(C)C)cc3)C2)o1 (stereo not given)
→ 1	-2	-10	5	5	0.3%	-1.9	-4	-16%
O=S(=O)(c1ccc(Br)cc1)N1CCN=C1SCc1cccc(F)c1
→ -1	-12	-9	6	0	0.4%	0.1	2	-14%
COCc1cc(C)nc(OCC(=O)N/N=C\c2cc(C)n(-c3cccc(C(F)(F)F)c3)c2C)c1C#N
→ 4	5	-4	3	-12	0.2%	0.1	3	?
CCCCNC(=S)N/N=C/c1sccc1C
→ 2	-2	-10	0	11	-1.3%	-0.2	6	-12%
COc1cccc(-c2nnc(NC(C)=O)o2)c1
→ -5	-5	·	0	8	0.1%	-0.4	-8	1%
Nn1c(=O)[nH]c2ccccc2c1=O
→ 5	3	·	2	5	1.0%	1.5	8	-1%
Cc1c(NC(=O)CN2C(=O)NC(CCc3ccccc3)C2=O)c(=O)n(-c2ccccc2)n1C (stereo not given)
→ -4	0	5	3	6	1.8%	0.1	2	-1%
CCN(CCO)Cc1csc2cc(C)ccc12
→ -4	1	-7	3	-7	0.2%	-0.4	-2	1%
COc1ccc2cc3cc(C(=O)N4CCN(c5ccccc5)CC4)oc3nc2c1
→ -1	5	-3	1	7	1.8%	0.1	-1	-4%
CCOc1ccc(CCNCc2c(C(=O)O)c(C)n(Cc3ccccc3F)c2C)cc1
→ -1	-1	-11	-2	-15	0.5%	-0.5	1	2%
CCCN(C(=O)c1cc2c(s1)-c1ccccc1OC2)c1ccc(C(C)C)cc1
→ 4	-4	·	9	28	22%	0.9	8	-1%
COc1ccc(C(=O)NNC(=O)C2CCCN(C3CC(=O)N(c4ccccc4)C3=O)C2)cc1 (stereo not given)
→ 1	4	-1	1	12	2.5%	0.0	-2	6%
Cc1cccc(C)c1Nc1c(-c2cccs2)nc2ncccn12
→ 5	3	·	21	-10	1.2%	-1.0	-1	7%
Cc1cccc(Sc2ccc([N+](=O)[O-])cn2)c1
→ -4	-5	?	0	11	0.6%	-0.3	-2	9%
COc1ccccc1NC(=O)Nc1ncccc1C
→ -3	3	-6	1	15	0.8%	-0.9	1	-14%
CCOc1ccc(NC(=O)CCN2CCN(S(=O)(=O)c3cc(Cl)ccc3OC)CC2)cc1
→ -5	13	-15	3	2	0.6%	0.4	-13	-11%
Cc1ccc(C(=O)NNC(=O)c2ccc(S(=O)(=O)N3CCOCC3)cc2)cc1
→ ·	-3	6	3	-2	1.7%	0.6	1	5%
COc1ccc(NC(=O)c2cccc(S(=O)(=O)N3CCN(C)CC3)c2)c(OC)c1
→ ·	-2	-2	-1	19	0.8%	0.0	-8	-16%
Cc1ccc2nc(N/N=C\c3ccc([N+](=O)[O-])o3)nc(-c3ccccc3)c2c1
→ ·	-10	-4	8	-9	0.1%	4.2	3	-16%
CCc1ccc(CN2C(=O)c3ccccc3C2C(=O)NC2CCCCCC2)cc1 (stereo not given)
→ -6	0	0	-2	-7	5.3%	-1.9	2	-9%
Cc1cc(F)ccc1S(=O)(=O)N1CCCOC1CNC(=O)C(=O)NC1CCCC1 (stereo not given)
→ -4	-2	-8	0	3	-0.2%	-0.1	-4	-8%
O=S(=O)(Nc1nc2ccccc2nc1NCC1CCCO1)c1cccc(Cl)c1 (stereo not given)
→ 6	5	-6	5	9	1.0%	0.3	4	14%
COc1ccc(CCN(C)C(=O)c2ccc(S(=O)(=O)NCc3ccco3)cc2)cc1OC
→ 1	0	-1	3	0	0.8%	-0.3	-1	-4%
O=C(CSc1nnc(COc2ccc(Cl)cc2Cl)o1)Nc1ccccn1
→ 4	8	1	4	6	-0.2%	1.8	5	?
C[C@@H](C(=O)CC(=O)OC(C)(C)C)[C@@H](O)c1c(F)cccc1Cl
→ 5	12	·	3	3	0.8%	-0.2	-1	-16%&-10%

Continuation.
The line under a structure holds: D2 PAM	TRHR PAM	RXFP1 antag	D1 agonist	D1 antag	RXFP1 ag	TRHR ag	D1 PAM	Anesthetic bind
CN(C)C1(CNC(=O)c2cccc(S(=O)(=O)NCc3ccccc3)c2)CCCCC1
→ 3	1	7	6	-10	15%	0.1	·	·
CCN(CC)C(=O)CN1C(=O)C2CC=C(Cl)CC2C1=O (stereo not given)
→ 6	5	·	3	-21	1.6%	0.3	-10	-1%
CC(=O)Cc1nsc(NC(=O)c2ccc(COc3ccccc3)o2)n1
→ 14	4	-2	2	4	0.8%	0.0	5	-22%
O=C(c1cc(=O)[nH]c2ccccc12)N1CCN(c2ccc([N+](=O)[O-])cc2)CC1
→ 16	8	4	7	1	2.3%	-1.1	3	-10%
O=C(Nc1ccccc1C(=O)Nc1ccccc1)c1cccs1
→ ·	-5	-9	1	3	6.4%	0.2	-10	-4%
Cc1ccc2nc(/C(C#N)=C/c3ccccc3C(=O)O)[nH]c2c1
→ -3	-8	3	3	-5	5.3%	0.1	0	-8%
NS(=O)(=O)c1cccc(NC(=O)CNC(=O)CC23CC4CC(CC(C4)C2)C3)c1
→ 10	3	-12	2	0	-1.0%	-0.5	-4	?
CCOc1ccc(N(CC(=O)Nc2ccccc2C(=O)N2CCOCC2)S(=O)(=O)c2ccc(F)cc2)cc1
→ 5	-3	-3	1	-16	1.5%	-0.3	-2	-9%
COc1ccccc1C(=O)Oc1cc(N)n(S(=O)(=O)c2ccc(C)cc2)n1
→ -3	7	2	10	7	2.2%	-0.7	1	?
CCCOC(=O)c1cccc(Nc2nc(C(=O)OCC)nc3ccccc23)c1
→ -22	-8	-21	0	5	2.6%	0.1	-2	?
CCc1ccc(CNC(=O)c2sc3ncccc3c2-n2c(C)ccc2C)cc1
→ 1	1	-26	6	0	-4.2%	-0.3	-2	-8%
NC1=NC[C@H](Cc2ccc(O)cc2)N1CCc1cccc2ccccc12
→ -12	4	·	1	-3	0.0%	-0.3	3	5%
CCC(=O)Nc1c(C)nn(C(=O)CC)c1C
→ 8	11	2	4	8	2.6%	0.1	-5	-4%
CCOc1ccc(C(=O)NCc2ccc3c(c2)OCO3)cc1OCC
→ -20	-2	2	0	-7	2.0%	0.0	0	-15%
COCCN=C1Sc2nc3cc4c(cc3cc2CN1CC1CCCO1)OCO4 (stereo not given)
→ 8	14	-1	1	5	?	-1.7	-2	-1%
Cc1cccc(OCC(=O)Nc2ccc3c(C)cc(=O)oc3c2)c1
→ -10	-4	-6	2	-6	3.3%	-0.8	-4	7%
CCOc1ccc(N(CC(=O)Nc2ccc(CC)cc2)S(=O)(=O)c2c(C)[nH]c(=O)[nH]c2=O)cc1
→ -7	-6	8	1	-4	4.0%	0.3	-2	-4%
CC(=O)c1ccc(N2CCN(C(=O)c3cccc(Oc4ccccc4)c3)CC2)cc1
→ -5	-7	-38	7	-24	0.7%	-0.7	-7	-8%

Rewritten with bars between the fields: 15 of the compounds above.
compound | D2 PAM | TRHR PAM | RXFP1 antag | D1 agonist | D1 antag | RXFP1 ag | TRHR ag | D1 PAM | Anesthetic bind
O=C(c1cc(=O)[nH]c2ccccc12)N1CCN(c2ccc([N+](=O)[O-])cc2)CC1 | 16 | 8 | 4 | 7 | 1 | 2.3% | -1.1 | 3 | -10%
O=C(Nc1ccccc1C(=O)Nc1ccccc1)c1cccs1 | · | -5 | -9 | 1 | 3 | 6.4% | 0.2 | -10 | -4%
Cc1ccc2nc(/C(C#N)=C/c3ccccc3C(=O)O)[nH]c2c1 | -3 | -8 | 3 | 3 | -5 | 5.3% | 0.1 | 0 | -8%
NS(=O)(=O)c1cccc(NC(=O)CNC(=O)CC23CC4CC(CC(C4)C2)C3)c1 | 10 | 3 | -12 | 2 | 0 | -1.0% | -0.5 | -4 | ?
CCOc1ccc(N(CC(=O)Nc2ccccc2C(=O)N2CCOCC2)S(=O)(=O)c2ccc(F)cc2)cc1 | 5 | -3 | -3 | 1 | -16 | 1.5% | -0.3 | -2 | -9%
COc1ccccc1C(=O)Oc1cc(N)n(S(=O)(=O)c2ccc(C)cc2)n1 | -3 | 7 | 2 | 10 | 7 | 2.2% | -0.7 | 1 | ?
CCCOC(=O)c1cccc(Nc2nc(C(=O)OCC)nc3ccccc23)c1 | -22 | -8 | -21 | 0 | 5 | 2.6% | 0.1 | -2 | ?
CCc1ccc(CNC(=O)c2sc3ncccc3c2-n2c(C)ccc2C)cc1 | 1 | 1 | -26 | 6 | 0 | -4.2% | -0.3 | -2 | -8%
NC1=NC[C@H](Cc2ccc(O)cc2)N1CCc1cccc2ccccc12 | -12 | 4 | · | 1 | -3 | 0.0% | -0.3 | 3 | 5%
CCC(=O)Nc1c(C)nn(C(=O)CC)c1C | 8 | 11 | 2 | 4 | 8 | 2.6% | 0.1 | -5 | -4%
CCOc1ccc(C(=O)NCc2ccc3c(c2)OCO3)cc1OCC | -20 | -2 | 2 | 0 | -7 | 2.0% | 0.0 | 0 | -15%
COCCN=C1Sc2nc3cc4c(cc3cc2CN1CC1CCCO1)OCO4 (stereo not given) | 8 | 14 | -1 | 1 | 5 | ? | -1.7 | -2 | -1%
Cc1cccc(OCC(=O)Nc2ccc3c(C)cc(=O)oc3c2)c1 | -10 | -4 | -6 | 2 | -6 | 3.3% | -0.8 | -4 | 7%
CCOc1ccc(N(CC(=O)Nc2ccc(CC)cc2)S(=O)(=O)c2c(C)[nH]c(=O)[nH]c2=O)cc1 | -7 | -6 | 8 | 1 | -4 | 4.0% | 0.3 | -2 | -4%
CC(=O)c1ccc(N2CCN(C(=O)c3cccc(Oc4ccccc4)c3)CC2)cc1 | -5 | -7 | -38 | 7 | -24 | 0.7% | -0.7 | -7 | -8%

Compound activity as filed in PubChem.
